KOR beta-arrestin-1 – kappa opioid receptor activators – cell-based, luminescence, uHTS, primary screen (AID 1777) | KOR beta-arrestin recruitment, luminescence; higher % means a stronger effect | activation, % at 10 µM, or EC50 in µM where a hit was titrated | 0.02% of 280,000 active; in the data active = activation above about 50%, passing the limit was not always enough; also: a part of the inactive calls stands beside numbers as strong as those of hits
Dynein cargo inh – blocks dynein driven cargo transport along microtubules | z-score, hits read low | 0.47% of 220,000 active | 3617.4 mouse cells, GR-EGFP nuclear translocation imaging; test concentration mostly 20 µM; stimulated with dexamethasone, 1 µM; hits give low values | AID 1381;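 active = plate z-score of nuclear minus cytoplasmic receptor signal below a set negative limit, without overly bright fluorescence or cell loss, cut at about -3.5 in these data, passing the limit was not always enough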;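 also: z-score of nuclear minus cytoplasmic ring GR-EGFP intensity difference per well; some compounds called inactive have numbers as strong as hits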
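Schedule: 48 h induction, then 1 h compound, then 30 min agonist, 37 °C. Buffer or medium: tetracycline-free induction medium containing charcoal-stripped FBS. Reagent: 1.0 µM final dexamethasone stimulus. Evaluation: nuclear versus cytoplasmic GR-EGFP signal, averaged per well. Signal: high-content fluorescence imaging after fixation.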
KOR beta-arrestin-2 – kappa opioid receptor blockers – cell-based, luminescence, uHTS (AID 1778). inhibition, % at 10 µM, or IC50 in µM where a hit was titrated. 0.091% of 290,000 active. KOR beta-arrestin recruitment, luminescence, antagonist mode; higher % means a stronger effect; also: strong numbers were not always called active
M17LAP inhibition – P. falciparum M17LAP inhibitors, primary screen, biochemical, fluorogenic H-Leu-NHMec substrate, 1536-well (AID 1619) | one-dose inhibition, % at 30 µM; IC50 in µM for titrated hits | 0.38% of 220,000 active | recombinant M17LAP, H-Leu-NHMec fluorogenic kinetic assay; higher % means a stronger effect;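 active = compound inhibiting the enzyme by more than half at any dose during confirmatory dose-response retesting; inconclusive = strong single-dose inhibitors picked by rank but not retested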;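 also: plate controls were full reaction with DMSO carrier for no effect and no enzyme background for full effect; strong numbers were not always called active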
P. falciparum M1AAP – P. falciparum M1AAP inhibitors, biochemical, fluorogenic H-Leu-NHMec substrate, 1536-well (AID 1445); 0.42% of 220,000 active; inhibition, % at 30 µM; hits with a dose series show IC50 in µM; recombinant M1AAP, H-Leu-NHMec fluorogenic kinetic assay; higher % means a stronger effect;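 active = primary inhibition above the hit cutoff, then over 50% inhibition at one or more dose response concentrations, cut at about 23% in these data, passing the limit was not always enough; inconclusive = conflicting primary data, or primary hits not chosen for dose response; inactive = low primary inhibition, or under 50% at every dose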;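 also: plate controls were DMSO full reaction for no effect and no enzyme background for full effect; strong numbers were not always called active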
HEK293 NOD2/NF-kB – inhibition of NOD2-driven NF-kB reporter – cell-based, luminescence, uHTS, HEK293 (AID 1566); 0.63% of 290,000 active; HEK293 NOD2/NF-kB luciferase reporter, luminescence; higher % means a stronger effect; inhibition, % at 4 µM, or EC50 in µM where a hit was titrated; also: many of its hits are not listed in these tables
NOD1 inhibition – inhibition of NOD1-driven NF-kB reporter – cell-based, luminescence, uHTS, primary screen (AID 1578) | NOD1-driven NF-kB luciferase reporter cells, luminescence; higher % means a stronger effect | one-dose inhibition, % at 4 µM; EC50 in µM for titrated hits | 1% of 290,000 active; in the data active = inhibition mostly above about 36%, no sharp cut-off; inactive = mostly below about 34%;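 also: HEK-293T reporter cells stimulated with the NOD1 agonist gamma-tri-DAP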
AID2073 – inhibitors of Mint1-CaV2.2 protein interaction, biochemical, HTRF (AID 2073); HTRF protein-protein interaction, Mint1-CaV2.2; higher % means a stronger effect; inhibition, % at 20 µM, or IC50 in µM where a hit was titrated; 0.19% of 290,000 active; in the data active = inhibition mostly above about 51%, no sharp cut-off; inconclusive = no clear call, values can overlap the other calls; inactive = mostly below about 53%; also: some results filed as inactive read as strong as hits
GPR55 activation – GPR55 agonists via beta-arrestin recruitment, primary screen, imaging, U2OS cells, beta-arrestin-GFP redistribution (AID 1961). U2OS GPR55 beta-arrestin-GFP redistribution imaging; higher % means a stronger effect. activation, % at 10 µM; hits with a dose series show EC50 in µM. 0.048% of 290,000 active;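 active = activation above 40% with more than 50 cells counted in the well; inconclusive = wells holding fewer than 50 cells, flagged as toxic or sparse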;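 also: U2OS osteosarcoma cells stably expressing GPR55 and beta-arrestin-GFP; plate controls were DMSO negative control for no effect and LPI positive control for full effect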
Dynein cargo inh cytoplasmic EGFP – second read-out of Dynein cargo inh, no call of its own (marks repeat the call); z-score; measured here: cytoplasmic GR-EGFP intensity; hits give high values
Dynein cargo inh nuclear GR-EGFP – second read-out of Dynein cargo inh, no call of its own (marks repeat the call); z-score; measured here: nuclear GR-EGFP intensity;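 lower value marks the stronger effect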
Dynein cargo inh cell count – further read-out of Dynein cargo inh, marked with its call; z-score; measured here: cell count per field
* marks the source's active call; other numbers are inactive results; u = inconclusive; x = no result given; [ ] = another dose, or the depositor's remark. Rule as the data show it, unless noted: active = inhibition above about 50%; inactive = the rest.

A first look (two entries):
SMILES	KOR beta-arrestin-1	Dynein cargo inh	Dynein cargo inh cytoplasmic EGFP	Dynein cargo inh nuclear GR-EGFP	Dynein cargo inh cell count	KOR beta-arrestin-2	M17LAP inhibition	P. falciparum M1AAP	HEK293 NOD2/NF-kB	NOD1 inhibition	AID2073	GPR55 activation
CCC(=O)Nc1nnc(C)s1	-7.8%	-1.1	-0.29	-0.24	0.24	-5%	-8%	-3%	15%	-34%	14%	-0.5%
CCOCCn1c(CN2CCN(c3cccc(Cl)c3)CC2)nc2c1c(=O)n(C)c(=O)n2C	-0.7%	1.7	-0.17	1.1	-0.59	8%	14%	9%	16%	26%	-1%	-0.2%

The whole of this part, repeating the preview:
SMILES	KOR beta-arrestin-1	Dynein cargo inh	Dynein cargo inh cytoplasmic EGFP	Dynein cargo inh nuclear GR-EGFP	Dynein cargo inh cell count	KOR beta-arrestin-2	M17LAP inhibition	P. falciparum M1AAP	HEK293 NOD2/NF-kB	NOD1 inhibition	AID2073	GPR55 activation
CCC(=O)Nc1nnc(C)s1	-7.8%	-1.1	-0.29	-0.24	0.24	-5%	-8%	-3%	15%	-34%	14%	-0.5%
CCOCCn1c(CN2CCN(c3cccc(Cl)c3)CC2)nc2c1c(=O)n(C)c(=O)n2C	-0.7%	1.7	-0.17	1.1	-0.59	8%	14%	9%	16%	26%	-1%	-0.2%
CCN1CCN(C(=O)CSc2cc(=O)n(CC)c3ccccc23)CC1	-4.8%	0.36	-0.2	0.015	-0.041	26%	4%	6%	-1%	-53%	u	0.3%
Cc1ccc(C(=O)NCC(=O)OCC(=O)Nc2cc(C)c(C)cc2[N+](=O)[O-])cc1	-5.0%	0.25	-0.2	0.55	-0.72	6%	3%	-2%	-1%	-33%	0%	-0.4%
Cc1cccc(OC(C)C(=O)Nc2nccs2)c1 (centres undefined)	-1.5%	x	x	x	x	2%	x	x	-4%	-38%	-1%	0.3%
O=C(CS(=O)(=O)Cc1ccccc1)N1CCN(C(=O)c2ccco2)CC1	1.3%	0.11	-0.28	0.41	-0.39	9%	8%	6%	2%	2%	30%	0.4%
O=C(Nc1nc(-c2ccccc2)cs1)c1cccc(S(=O)(=O)N2CCN(Cc3ccccc3)CC2)c1	-1.0%	-0.36	-0.2	0.022	0.42	-25%	-1%	4%	1%	-9%	27%	-0.2%
Cc1cc(CN2C(=O)c3ccccc3C2=O)on1	-2.9%	3.4	-0.033	2.3	-2.4	19%	-11%	3%	-2%	6%	-1%	-0.2%
NCC(c1ccccc1Cl)c1c[nH]c2ccccc12 (centres undefined)	-5.8%	x	x	x	x	-16%	x	x	-4%	57%	12%	-0.2%
COc1ccc(CNC(=O)CNC(=O)c2ccc(Br)o2)cc1OC	9.2%	x	x	x	x	-2%	x	x	-1%	0%	22%	-0.1%
Cc1ccccc1Cn1nc(C)c(NC(=O)c2noc3c2CCCC3)c1C	-4.5%	0.35	-0.18	0.086	-0.061	-24%	-1%	-12%	-1%	11%	19%	0.2%
CCCCN1C(=O)c2ccc(C(=O)Nc3cccc(C)c3C)cc2C1=O	2.8%	-1.3	-0.25	-0.6	1.6	-40%	-10%	8%	17%	8%	u	0.2%
Cc1ccc(C)c(S(=O)(=O)NC(C)CCc2ccccc2)c1 (centres undefined)	1.9%	x	x	x	x	1%	x	x	-6%	0%	-8%	0.0%
N#C/C(=C\c1ccc(Sc2ccccc2)o1)c1nc2ccccc2[nH]1	3.4%	0.52	-0.1	-0.059	0.52	23%	-9%	2%	-55%	-38%	18%	0.5%
COc1ccccc1/C=C1\SC(=S)N(CCC(=O)Nc2cc(C)on2)C1=O	-6.2%	x	x	x	x	-17%	x	x	6%	-13%	12%	-0.3%
Cc1ccc(NC(=O)COc2ccccc2C(=O)NCCN(C)C)cc1	6.2%	-0.22	-0.23	-0.42	0.86	-22%	-14%	2%	9%	-2%	32%	-0.3%
CCOc1ccccc1CNCCNC(=O)c1nonc1N	x	-1.5	-0.88	-1	3	-20%	-9%	-1%	-13%	-2%	12%	-0.1%
Cc1ccc(-c2nnc(SCC(=O)NNC(=O)COc3cccc4ccccc34)n2C)cc1	2.3%	0.62	-0.24	0.25	-0.35	-3%	-2%	2%	-12%	-37%	4%	0.1%
O=C(COc1ccccc1)Nc1nnc(-c2ccc3c(c2)CCCC3)o1	-7.9%	0.12	0.022	0.12	-0.23	-32%	3%	-9%	-5%	-21%	5%	-0.3%
C=CCNc1nc2c(c(=O)n(C)c(=O)n2C)n1CCCCCC	1.5%	-0.32	-0.25	0.023	0.67	-26%	8%	16%	24%	31%	4%	0.4%
CCc1cccc(CC)c1NC(=O)C1CCN(C(=O)c2ccco2)CC1	-4.4%	x	x	x	x	-13%	x	x	-8%	-12%	-14%	0.1%
O=C(NCc1ccccn1)c1cc(-n2cnnc2)ccc1Cl	-11%	-0.23	-0.0043	-0.44	-0.73	0%	5%	11%	8%	23%	-1%	0.1%
O=C(Cc1cccs1)Nc1nc(-c2ccccc2)cs1	-3.5%	-0.55	-0.19	-0.12	0.86	15%	-6%	-3%	-8%	-21%	-8%	0.4%
c1ccc(Cn2c(-c3ccco3)nc3nc4ccccc4nc32)cc1	7.0%	0.13	-0.2	0.35	-0.86	-8%	-19%	12%	-49%	-44%	14%	-0.3%
CC(Oc1ccc2c(=O)c(-c3ccc(Cl)cc3)c(C(F)(F)F)oc2c1)C(=O)O (centres undefined)	0.9%	-0.11	-0.25	0.55	-0.27	-36%	1%	4%	9%	2%	-13%	-0.1%
O=C(CSc1ccc(Cl)cc1)Nc1ccc(N2CCN(C(=O)c3ccco3)CC2)cc1	43%	1.5	-0.22	0.022	-0.21	50%	-3%	6%	0%	-24%	6%	-0.1%
O=CN1CCN(C(=O)c2ccc3c(c2)OCO3)CC1	1.3%	x	x	x	x	-16%	x	x	-3%	-32%	5%	-0.1%
CCn1c(SCC(=O)NC2CCCCC2)nnc1-c1cc2cccc(OC)c2o1	-1.2%	1	-0.05	-0.08	-1.2	16%	11%	-6%	10%	19%	-14%	-0.1%
COc1cccc(/C=C2\SC(=S)N(CCCC(=O)N3CCCCC3)C2=O)c1	-0.2%	x	x	x	x	-3%	x	x	4%	0%	7%	-0.1%
CCOC(=O)C1(Cc2cccc(OC)c2)CCN(C2CCOCC2)CC1	x	0.53	-0.17	0.018	-0.51	-23%[20 µM]	-18%	-8%	2%	-21%	-8%	-0.1%
CC(C)OC(=O)c1cccnc1N1CCN(c2ccc(F)cc2)CC1	0.7%	-0.45	-0.19	-0.38	0.67	-9%	1%	0%	14%	-28%	-4%	0.0%
Cn1c(=O)n(CC(=O)N2CCN(c3nnc(-c4ccccc4)c4ccccc34)CC2)c2ccccc21	x	-0.034	-0.26	-0.08	0.36	x	9%	-1%	16%	12%	0%	0.2%
O=C1Nc2ccc(C(F)(F)F)cc2N2CCCC12 (centres undefined)	-1.8%	x	x	x	x	7%	x	x	-9%	-5%	6%	0.3%
Nc1nnc(SCC(=O)Nc2cc(C(F)(F)F)ccc2N2CCOCC2)s1	8.1%	-0.016	0.55	0.25	-0.25	-53%	13%	4%	1%	23%	-5%	-0.2%
COc1cccc(Nc2nnc(SCn3nnc4ccccc4c3=O)s2)c1	-5.1%	4.4	-0.11	1.9	-1.7	20%	6%	1%	6%	-17%	-3%	-0.3%
COc1ccc(NC(=O)Nc2cccs2)cc1OC	-2.1%	-0.27	-0.19	0.1	0.27	-6%	4%	9%	-9%	-43%	42%	-0.1%
CC(CCc1ccccc1)NC(=O)C(=O)N1CCOCC1 (centres undefined)	-0.4%	-0.35	-0.16	-0.22	-1.4	-39%	-7%	0%	10%	-47%	0%	-0.1%
O=C(c1cc2c(ccc3ccccc32)oc1=O)N1CCCC1	2.8%	2	-0.23	-0.36	-0.39	-27%	-396%	18%	8%	-21%	8%	0.0%
CCc1ccc(NC(=O)CNC(=O)Cn2ccc3ccccc3c2=O)cc1	-2.8%	x	x	x	x	-2%	x	x	-1%	-20%	17%	0.4%
Cc1nc2cc3ccccc3cc2n1C	5.7%	-1.6	0.63	-0.4	0.26	16%	-2%	4%	16%	-13%	-6%	0.4%
O=C(CCC(=O)N/N=C/c1ccc(Br)s1)NCc1ccccc1	-2.9%	0.39	-0.072	-0.059	-0.65	-30%	10%	-7%	9%	-22%	5%	-0.1%
O=C(Nc1nnc(COc2ccc(F)cc2)s1)Nc1ccccc1F	0.5%	1.4	-0.21	1.5	-0.57	10%	0%	-1%	-15%	-1%	13%	0.3%
COc1ccccc1S(=O)Cc1ccc(C(=O)O)o1 (centres undefined)	1.0%	0.35	-0.43	0.34	-0.52	-5%	3%	8%	16%	-29%	4%	0.7%
C=C(C)CN(CC)c1ccc(N2C(=O)CCCC2=O)cc1[N+](=O)[O-]	-6.2%	x	x	x	x	x	x	x	3%	8%	9%	-0.2%
O=C(Nc1ccc(S(=O)(=O)Nc2ncccn2)cc1)c1ccc(F)c(S(=O)(=O)N2CCOCC2)c1	-3.6%	0.15	-0.83	-0.049	-0.31	9%	-2%	0%	20%	-2%	12%	0.0%
N=c1c(C(=O)NCc2ccc3c(c2)OCO3)cc2c(=O)n3ccccc3nc2n1CC1CCCO1 (centres undefined)	-6.1%	x	x	x	x	-22%	x	x	-17%	-20%	4%	-0.1%
COc1ccc(/C=C(\C#N)c2n[nH]c(Cn3cncn3)n2)cc1	-3.4%	1.3	0.68	1.6	-2.1	-11%[20 µM]	7%	11%	9%	-29%	-12%	-0.1%
O=C(Cn1c2ccccc2c(=O)c2ccccc21)N/N=C/c1ccc(N2CCCC2)c([N+](=O)[O-])c1	-0.2%	0.7	-0.22	0.97	-0.68	8%	-8%	-1%	-28%	-26%	27%	-0.2%
COc1ccc(-c2c(C)n([O-])c3c([n+]2=O)CCCCC3)cc1OC	-7.8%	0.75	-0.27	0.84	-0.28	0%	-2%	2%	13%	-50%	0%	-0.1%
O=C(Oc1ccccc1-c1csnn1)c1cccs1	-4.0%	-0.24	-0.17	0.061	-0.24	-13%	-10%	-3%	6%	-36%	10%	-0.5%
COc1ccccc1/C=C/C=N/N1CCN(Cc2ccccc2)CC1	1.7%	-0.37	-0.28	-0.4	0.51	22%	6%	4%	8%	2%	-23%	-0.3%

Assay outcomes: PubChem BioAssay, several laboratories

An excerpt, so the mix of outcomes need not match the whole.
